High-throughput results (PubChem BioAssay)
D1 antagonist: Antagonist of Human D 1 Dopamine Receptor: qHTS | 3.2% of 360,000 active | D(1A) dopamine receptor (Homo sapiens), P21728 | activity change, negative = inhibition, % at 10 µM | HEK293 TREx D1 cells, calcium flux, dopamine EC80; stronger effect = lower value; in the data active means activity change below about -30%; further: on the % scale 0 is the no-effect control and ±100 the full control effect
Target sequence (P21728 whole entry, looked up): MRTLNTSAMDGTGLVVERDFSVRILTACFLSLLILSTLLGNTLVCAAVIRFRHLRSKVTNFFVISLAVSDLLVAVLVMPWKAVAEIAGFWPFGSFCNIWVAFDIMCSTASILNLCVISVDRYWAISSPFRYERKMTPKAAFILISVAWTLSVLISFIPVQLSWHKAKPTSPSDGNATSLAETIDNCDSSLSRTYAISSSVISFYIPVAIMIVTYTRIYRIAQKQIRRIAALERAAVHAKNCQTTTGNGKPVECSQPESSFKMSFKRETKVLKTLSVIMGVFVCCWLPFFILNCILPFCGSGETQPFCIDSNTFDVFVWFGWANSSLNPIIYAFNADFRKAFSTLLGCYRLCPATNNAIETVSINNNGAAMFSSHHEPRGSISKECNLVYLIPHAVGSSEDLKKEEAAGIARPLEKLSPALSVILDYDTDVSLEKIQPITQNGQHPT
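Using tetracycline-induced force-coupled D1 Hek293 cells and a calcium dye, signals were followed for 180 s after compound, then for 180 s after EC80 dopamine, to detect inhibitors.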
D1 potentiator: Potentiators of Human D1 Dopamine Receptor: qHTS; HEK293 TREx D1 cells, calcium flux, dopamine EC20 potentiation; potentiation, % at 10 µM; AID 504651, 2011; 0.036% of 360,000 active; in the data active means potentiation above about 30%; further: 0% is about no effect
Glioma ERSR ind: qHTS for Inducers of the Endoplasmic Reticulum Stress Response (ERSR) in Human Glioma: qHTS | U87-MG GRP78 promoter luciferase reporter, 16 h | Potency, µM, inactives show at the highest dose activation, most hits filed as activators | 0.02% of 420,000 active; further: potency means the concentration at half of the fitted maximal effect; series mostly up to about 76 µM; % of control where 0% means no effect; nearly all actives have a fitted effect of over 35% in size
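ERSR induction read as luciferase luminescence (Bright-Glo, 10 min at room temperature) in stably transfected human U87-MG glioma cells exposed to compounds for 16 h, using GRP78 as sensor.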
Vif-APOBEC3F blk: qHTS for Inhibitors of Vif-A3F Interactions: qHTS; HeLa A3F-eYFP + Vif (tagged APOBEC3F with the HIV-1 protein that degrades it), YFP fluorescence increase; Potency, µM (top dose mostly 46.1 µM), without a hit: at the highest dose activity, negative = active; 0.2% of 390,000 active; AID 602313, 2012; further: potency means the concentration at half of the fitted maximal effect; % of control where 0% means no effect; nearly all actives have a fitted effect of over 65% in size
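HeLa cells stably expressing Vif plus C-terminally eYFP-tagged A3F were seeded, incubated overnight at 37 deg C, dosed with compound, incubated overnight again at 37 deg C. Yellow fluorescence (Ex 488/Em 500-530) reported blocked Vif-mediated A3F-eYFP degradation.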
RXFP1 antag: qHTS Assay for Antagonists of the Relaxin Receptor RXFP1. HEK293-RXFP1, relaxin-stimulated cAMP HTRF, 30 min; stronger effect = lower value. activity change, negative = inhibition, % at 57.5 µM. 0.59% of 350,000 active. AID 1259400, 2018;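 active means activity change of -60% or lower, but not beyond a set lower limit; inconclusive means change between -60% and -40%, or beyond the set limit; inactive means change above -40%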; further: on the % scale 0 is the no-effect control and ±100 the full control effect
Vif-APOBEC3G blk: qHTS for Inhibitors of Vif-A3G Interactions: qHTS; DNA dC->dU-editing enzyme APOBEC-3G (Homo sapiens), Q9HC16; HeLa A3G-eYFP + Vif (tagged APOBEC3G with the HIV-1 protein that degrades it), YFP fluorescence, overnight; Potency, µM (top dose mostly 46.1 µM), for the others: at the highest dose activity, negative = active, most hits filed as inhibitors; 0.076% of 410,000 active; AID 602310, 2012;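 further: potency means the concentration at half of the fitted maximal effect; on the % scale 0 is the no-effect control and ±100 the full control effect; nearly all actives have a fitted effect of over 60% in size; hits raise eYFP signal because A3G escapes Vif-driven loss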
Target sequence (Q9HC16 whole entry, looked up): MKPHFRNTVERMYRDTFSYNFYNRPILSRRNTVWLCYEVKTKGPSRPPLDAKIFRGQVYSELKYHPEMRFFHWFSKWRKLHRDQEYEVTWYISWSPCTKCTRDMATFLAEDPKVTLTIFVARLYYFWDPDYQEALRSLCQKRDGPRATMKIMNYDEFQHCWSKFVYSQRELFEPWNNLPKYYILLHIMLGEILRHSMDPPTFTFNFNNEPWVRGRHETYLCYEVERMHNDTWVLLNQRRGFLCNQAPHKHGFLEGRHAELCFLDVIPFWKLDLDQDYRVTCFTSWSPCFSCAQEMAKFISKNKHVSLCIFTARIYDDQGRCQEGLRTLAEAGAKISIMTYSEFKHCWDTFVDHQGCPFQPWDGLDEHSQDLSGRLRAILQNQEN
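HeLa cells stably expressing Vif and C-terminally eYFP-tagged A3G, seeded overnight at 37 deg C, then exposed to compound by pintool overnight at 37 deg C. Rise in yellow fluorescence (Ex 488/Em 500-530, Acumen) marks blocked Vif-driven A3G degradation.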
RXFP1 agonist: qHTS Assay for Agonists of the Relaxin Receptor RXFP1; Relaxin receptor 1 (Homo sapiens), Q9HBX9; Potency, µM (top dose mostly 57.5 µM), for the others: at the highest dose activation, most hits filed as activators; 0.3% of 370,000 active; HEK293T-RXFP1 cAMP TR-FRET, 30 min; response scale: percent of porcine relaxin response, buffer zero; further: potency means the concentration at half of the fitted maximal effect; on the % scale 0 is the no-effect control and ±100 the full control effect; nearly all actives have a fitted effect of over 60% in size; many of its hits are not listed in these tables
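HEK293 cells stably expressing RXFP1, treated 30 min at 37C with compounds plus PDE4 inhibitor Ro 20174; cAMP measured by HTRF TR-FRET. Normalized to buffer and 29 nM porcine relaxin; EC50 by Hill fit.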
D2 PAM: HTS Assay for Positive Allosteric Modulators of the Human D2 Dopamine Receptor: Primary Screen for Potentiators | D(2) dopamine receptor (Homo sapiens), P14416 | HEK293 T-REx D2, calcium flux, EC20 dopamine potentiation | potentiation, % at 10 µM | 0.34% of 340,000 active | AID 485347, 2010;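 active means potentiation over 3 SD above the plate norm, cut at about 30% in these data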; further: 0% is about no effect
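Using a no-wash calcium dye in inducible, force-coupled HEK293 Trex cells expressing D2, we tracked fluorescence each second for 180 s after compound, then for 180 s after EC20 dopamine to detect augmented signalling.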
D1 agonist: Allosteric Agonists of the Human D1 Dopamine Receptor: qHTS | D(1A) dopamine receptor (Homo sapiens), P21728 | HEK293 T-REx D1 cells, calcium flux, agonist mode | activation, % at 2 µM | 1% of 360,000 active | AID 504660, 2011; in the data active means activation above about 30%; further: 0% is about no effect
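Agonism was scored from calcium flux recorded over 180 s (1 read/s) after pintool compound addition, following a 10-cycle baseline. Cells were inducible force-coupled HEK293 TREx D1, plated overnight at 30 C and loaded with no-wash calcium dye.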
* marks the source's active call; other numbers are inactive results; u = inconclusive; x = no result given. Unless noted, the call rests on the fitted dose curve; in most records, active means well fitted curve in the direction sought with a large enough effect; inconclusive means small, poorly fitted or top-dose-only effect, or another doubt; inactive means no such curve, though single readings can be large; an effect the other way counts as inactive or inconclusive. A portion of the library. The share of hits here may be higher or lower than overall.

Second line of a record: D1 antagonist, D1 potentiator, Glioma ERSR ind, Vif-APOBEC3F blk, RXFP1 antag, Vif-APOBEC3G blk, RXFP1 agonist, D2 PAM, D1 agonist
O=C(O)CC/C(=N\Nc1ccc([N+](=O)[O-])cc1S(=O)(=O)N1CCOCC1)c1cccs1
 : 2, -1, -4%, 0%, -2, -5%, 2.1%, 6, 11
COc1ccc2cc(CCl)c(Cl)nc2c1
 : 2, -2, -2%, 4%, -2, 1%, -2.0%, 1, 1
CCC(C)NC(=O)c1c(C)oc2ncn(CC(C)C)c(=O)c12 (configuration not stated)
 : 4, 2, -1%, -4%, x, -10%, 0.0%, 3, 2
CCOC(=O)C1=C(C)Nc2nc(=S)[nH]n2C1c1ccc(Cl)cc1 (configuration not stated)
 : 9, -3, -7%, -2%, -25, -3%, 0.5%, x, 1
Cc1nn(C)cc1[C@@H]1C[C@H]2CN(Cc3cccc(Cl)c3)C(=O)[C@]23CCCN13
 : -2, -5, -3%, 1%, 2, -6%, -1.1%, -7, 0
CN(C)c1nc2ccccc2n(C)c1=O
 : 5, 7, -4%, 0%, -31, -1%, -4.2%, -10, 4
COc1cccc(CN2CCN(C(=O)c3ccc(-c4ccccc4)cc3)CC2)c1OC
 : -37*, 2, -2%, 2%, -8, 4%, 0.9%, -7, 5
CCNC(=S)N1CCN(CCN=CC2=C(O)CC(C)(C)CC2=O)CC1
 : 2, 1, -4%, 0%, -2, -3%, 5.8%, -1, 2
CCOC(=O)c1sc2nc(C)n(CC(=O)NCC3CCCO3)c(=O)c2c1C (configuration not stated)
 : 10, -4, -3%, -1%, 0, 2%, 29%, -3, 3
CCCCC(=O)Nc1ncc([N+](=O)[O-])s1
 : x, -8, 3%, 5%, -5, -8%, 0.5%, -4, 8
Cc1ccc(N2C(=O)CS(=O)(=O)C23C(=O)N(Cc2ccc(Cl)cc2)c2ccccc23)cc1C (configuration not stated)
 : 6, -3, -6%, 5%, x, -1%, 20%, -4, 7
COc1ccc(Cl)cc1C(=O)CSc1nnnn1C1CCCCC1
 : -6, 2, -3%, 0%, -8, 0%, 1.7%, 3, 7
CCCCC(CC)C(=O)NCCc1ccc(S(N)(=O)=O)cc1 (configuration not stated)
 : -4, -3, -1%, -1%, 12, 2%, 0.2%, 2, 1
COc1ccc(C2c3[nH]c4ccccc4c3C[C@H]3C(=O)N(C)CC(=O)N23)cc1OC (some centres not stated)
 : 3, 0, -2%, 2%, -1, 1%, 0.0%, 1, 1
Cc1ccc(NC(=O)c2nc[nH]c2C(=O)N(C)CCO)cc1
 : x, x, 0%, 0%, 16, 3%, x, x, x
CN(C)CCCN1C(=O)c2cccc3c([N+](=O)[O-])ccc(c23)C1=O
 : -26, -1, -15%, u, -3, u, 1.7%, -4, 5
COC(=O)c1cc2occc2n1CC(=O)Nc1ccc(N(C)C)cc1
 : 15, -1, 1%, 1%, -10, 1%, 2.5%, -5, 4
Cc1cc(C)cc(NC(=O)C(C)N2Cc3ccccc3C2=O)c1 (configuration not stated)
 : -9, 1, -2%, -2%, -14, -3%, -0.1%, -6, -2
O=C(COC(=O)CCc1c[nH]c2ccccc12)Nc1cccc(Cl)c1
 : x, x, -4%, -1%, 14, 1%, x, x, x
CCOC(=O)c1sc(NC(=O)CSc2nnnn2-c2ccccc2)c(C(=O)OCC)c1C
 : 8, 11, -2%, -19%, 0, 2%, 9.0%, -10, 2
Cc1nc2cccc(C(=O)NC3CCCCC3)c2o1
 : -23, -1, -1%, 4%, 1, 0%, 0.2%, 13, 3
O=C(NNC(=O)c1cccnc1SCc1cccc([N+](=O)[O-])c1)c1cccnc1
 : -3, 0, -4%, 9%, -15, 2%, -0.6%, x, 1
COc1ccc(CNc2ccccn2)c(O)c1
 : 9, -1, 2%, -7%, -2, 1%, 0.3%, 7, 3
COc1ccc(C2CC(c3ccc(F)cc3)=NN2c2ccccc2)cc1OC (configuration not stated)
 : -78*, 1, 0%, 3%, -8, -17%, 4.5%, -10, 6
CCCN1CCN(C(=O)CCc2nnc3ccc(N4CCN(c5cccc(OC)c5)CC4)nn23)CC1
 : 7, 1, -3%, -3%, -3, -2%, u, -5, 2
O=C(NCC1CC1(Cl)Cl)Nc1ccc(Cl)c(Cl)c1 (configuration not stated)
 : -23, -13, 7%, 9%, -67*, -2%, -3.1%, 7, 14
Cc1cc(C)cc(C(=O)NCc2ccc3c(c2)OCO3)c1
 : 2, -1, -1%, -8%, 1, -10%, -0.3%, -1, 3
Cc1cccc(C)c1NC(=O)CSc1nnc(CCCCCNC(=O)OC(C)(C)C)o1
 : -9, -7, 2%, 1%, -9, 2%, 1.6%, -15, 6
NS(=O)(=O)c1ccc(NNC(=O)c2ccc(Br)o2)c([N+](=O)[O-])c1
 : x, x, -7%, 0%, -13, 0%, x, x, x
Cc1cccc(C)c1NC(=O)CNC(=O)COC(=O)c1ccc(Cl)s1
 : x, x, -5%, 4%, 1, 0%, x, x, x

Whole records from above.
`CCOC(=O)c1sc(NC(=O)CSc2nnnn2-c2ccccc2)c(C(=O)OCC)c1C` in the list: D1 antagonist = 8; D1 potentiator = 11; Glioma ERSR ind = -2%; Vif-APOBEC3F blk = -19%; RXFP1 antag = 0; Vif-APOBEC3G blk = 2%; RXFP1 agonist = 9.0%; D2 PAM = -10; D1 agonist = 2
`Cc1nn(C)cc1[C@@H]1C[C@H]2CN(Cc3cccc(Cl)c3)C(=O)[C@]23CCCN13` in the list: D1 antagonist = -2; D1 potentiator = -5; Glioma ERSR ind = -3%; Vif-APOBEC3F blk = 1%; RXFP1 antag = 2; Vif-APOBEC3G blk = -6%; RXFP1 agonist = -1.1%; D2 PAM = -7; D1 agonist = 0

(more compounds)
Second line of a record: D1 antagonist, D1 potentiator, Glioma ERSR ind, Vif-APOBEC3F blk, RXFP1 antag, Vif-APOBEC3G blk, RXFP1 agonist, D2 PAM, D1 agonist
O=C(NCCc1ccccc1)c1ccc2c(c1)CCN2S(=O)(=O)c1ccccc1
 : 22, -2, 1%, 0%, -1, -2%, 0.9%, -11, 6
Cn1c(SCC(=O)NCc2ccco2)nnc1-c1cccs1
 : 1, 4, -3%, 4%, 4, -7%, 0.0%, 17, 3
CC(=Nc1ccccc1)C1=C(O)C(Cc2ccccc2)NC1=O (configuration not stated)
 : x, x, 6%, u, 2, u, x, x, x
COc1ccc(N2CCN(C(=O)c3ccc(S(=O)(=O)N4CCOCC4)cc3)CC2)cc1
 : -9, -7, 1%, -3%, -4, 1%, 0.5%, 2, 7
COC(=O)c1ccc(NC(=O)CN2C(=O)CC(C)S(=O)(=O)c3ccccc32)cc1 (configuration not stated)
 : -21, -4, 1%, 10%, -4, -2%, 1.6%, 7, 0
O=C(O)CCN(CCC(=O)O)c1nnc(SCc2ccccc2)s1
 : 12, 4, -1%, 3%, 5, 0%, -0.3%, 7, 3
CC(C)OC(=O)Cn1cc(C#N)c2ccccc21
 : -15, 3, 1%, 4%, 8, 2%, -0.3%, 1, 2
Cc1nn(C(C)C(=O)NCCCN2CCCC2)c(=O)c2nn(-c3ccccc3)c(C)c12 (configuration not stated)
 : 5, -9, -4%, -8%, -1, -7%, 0.7%, 7, 4
COc1ccc(/C(C)=N/NC(=O)CCC(=O)Nc2ccc(Cl)cc2Cl)c(OC)c1
 : -25, -7, -5%, -11%, -3, 1%, 3.3%, -10, 1
Cc1ccccc1OCc1nc2ccccc2c(=O)n1N
 : 1, 1, 7%, -8%, -5, -3%, 0.0%, 7, 0
Cc1noc(NS(=O)(=O)c2ccc(NC(=O)CSc3nc4ccccc4s3)cc2)c1C
 : 4, -1, 0%, -4%, -10, 2%, 0.1%, 10, 1
CCOC(=O)C(C)Oc1ccc(OCc2ccccc2)cc1 (configuration not stated)
 : -29, -2, -3%, -4%, -15, -2%, 0.7%, -1, 6
Cc1cccc(/C=N/NC(=O)CC(=O)NCCc2ccccc2)c1
 : x, x, -4%, 1%, 9, -6%, x, x, x
CCN1CCN(C(=O)Cn2nc(C)c3sc4ccccc4c3c2=O)CC1
 : 0, -5, 1%, 3%, 24, 3%, 0.1%, 6, -1
O=C(CSc1n[nH]c(-c2cccnc2)n1)OC1CCCCC1
 : 5, -2, -4%, -4%, -2, 0%, 1.9%, x, 4
CCc1ccccc1NC(=O)c1onc(C)c1Cl
 : -30, -3, 0%, 6%, x, 1%, 1.4%, 10, 2
COc1ccc(CCn2c(Br)nc3c2c(=O)[nH]c(=O)n3C)cc1
 : -15, -1, -7%, -19%, 5, u, 2.5%, 23, 2
CC(C)NC(=O)Nc1ccc2c(c1)C(=O)N([C@H](C)CO)C[C@H](C)[C@@H](CN(C)Cc1ccc(C(F)(F)F)cc1)OCCCC[C@H](C)O2
 : x, x, -1%, -7%, 5, 2%, x, x, x
COCCOC(=O)C1=C(C)N=C2SCCC(=O)N2C1c1cccs1 (configuration not stated)
 : 3, 2, -5%, 4%, 12, -5%, 0.6%, 1, 0
Cn1c(=O)c2[nH]c(NCCCN3CCOCC3)nc2n(C)c1=O
 : 8, -8, 0%, -1%, -1, 1%, 0.3%, -9, 2
COCCNC(=O)c1ccc(CS(=O)(=O)c2ccccc2OC)o1
 : -19, 1, -4%, -2%, -2, 0%, -2.5%, 9, 3
Cc1ccc(N(C)S(=O)(=O)c2cccc(C(=O)NC3=NCCS3)c2)cc1
 : x, -2, -4%, -4%, 4, -5%, 2.3%, -2, 0
CCOc1ccccc1N(CC)C(=O)c1cc2c(=O)[nH]c3ccc(C)cc3c2s1
 : 8, -1, 1%, -5%, x, -4%, 12%, -1, 1
